MEX-5 binding – C. elegans MEX-5 TCR-2 RNA binding activity. activity score (negative = inhibition of binding), % at 10 µM. 0.38% of 300,000 active. MEX-5/FITC-TCR2 RNA binding, fluorescence polarization; stronger effect = lower value. Q9XUB2. AID 1832;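 active = inhibition past about -25% in most replicates, and total fluorescence under double the plate's negative control median, limit read from the data; inconclusive = replicates evenly split on the limit, or fluorescence at least double controls; inactive = too little inhibition in most replicates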;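 note: 0% = DMSO and -100% = 5 µM competing unlabeled TCR2 RNA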
Target sequence (Q9XUB2 whole entry, looked up): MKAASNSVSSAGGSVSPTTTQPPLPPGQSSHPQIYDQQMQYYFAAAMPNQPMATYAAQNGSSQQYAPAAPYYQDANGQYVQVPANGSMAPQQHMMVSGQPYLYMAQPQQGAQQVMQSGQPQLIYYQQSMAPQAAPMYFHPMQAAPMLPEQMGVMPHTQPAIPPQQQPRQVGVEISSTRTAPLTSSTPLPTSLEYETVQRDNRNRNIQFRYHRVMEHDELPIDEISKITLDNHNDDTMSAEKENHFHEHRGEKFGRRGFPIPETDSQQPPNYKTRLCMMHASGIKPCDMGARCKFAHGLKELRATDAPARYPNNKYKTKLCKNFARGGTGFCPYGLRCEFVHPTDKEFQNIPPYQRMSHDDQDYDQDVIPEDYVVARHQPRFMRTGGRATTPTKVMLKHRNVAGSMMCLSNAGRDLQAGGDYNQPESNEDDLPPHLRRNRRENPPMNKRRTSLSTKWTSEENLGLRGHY
AGP1-GFP MLPCN – alters AGP1-GFP fluorescence in TOR pathway yeast screen; S. cerevisiae AGP1-GFP multiplex flow cytometry, 3 h; GFP as percent of DMSO wells; GFP response vs DMSO, % at 10 µM; 0.02% of 320,000 active; AID 2066;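 active = GFP response relative to DMSO above a set limit, near screen average plus 3 SD, cut at about 150% in these data; inconclusive = fewer than 70 cells counted for the yeast strain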;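 note: median GFP channel fluorescence of the gated AGP1 strain per well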
GRK2 inh – inhibitors of human GRK2 displacing RNA aptamer; bead flow cytometry, FAM-aptamer displacement from GRK2; inhibition of aptamer binding, % at 10 µM; 0.59% of 330,000 active; AID 488847;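 active = inhibition of aptamer binding above 40%, roughly 3 SD of noise, on plates passing a quality check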;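 note: median bead fluorescence of bound FAM aptamer so fluorescent compounds give negative values; no value below 0 was filed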
BCLXL inh – blocks human Bcl-xL binding to Bim BH3 peptide; Q07817; GST-Bcl-xL / FITC-Bim BH3 peptide fluorescence polarization; inhibition, % at 10.9 µM; 0.7% of 320,000 active;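 active = inhibition above the mean of all tested compounds plus 3 SD, cutoff set per campaign, cut at about 30% in these data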;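 note: 0% = DMSO wells and 100% = unlabeled Bim-BH3 peptide competitor; inhibitors lower millipolarization by displacing the labeled peptide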
VLA-4 inh – inhibition in a human VLA-4 binding assay | VLA-4 expressing cells, ligand binding flow cytometry | inhibition, % (about 7 µM as worked out from the volumes in the protocol) | 0.2% of 330,000 active; in the data active = inhibition above about 50%
CR mimetic SO – lowers age-related superoxide in aged yeast cells. S. cerevisiae aged cells, superoxide DHE fluorescence; stronger effect = lower value. 0.18% of 330,000 active. superoxide response (% of plate mean), % at 10 µM. AID 2690;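 active = superoxide response under a set limit, about three screen SD below normal, cut at about 65% in these data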;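 note: yeast aged for seven days with compound at 30 °C before DHE staining; 100% = average MFI of all compound-treated wells on the plate with controls excluded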
CIT2 TOR yeast – modulators of TOR pathway CIT2-GFP in S. cerevisiae; S. cerevisiae CIT2-GFP strain, flow cytometry, 3 h; 100 means same as DMSO wells; GFP response vs DMSO, % at 10 µM; 0.065% of 320,000 active; AID 2029;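 active = GFP response relative to DMSO above a set limit, near the screen mean plus 3 SD, cut at about 150% in these data; inconclusive = Fewer than 70 cells measured for a yeast strain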;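 note: ratio of well median GFP fluorescence to mean of DMSO wells on the plate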
GLD-1 TGE inh – GLD-1-TGE RNA interaction inhibition (C. elegans); purified GLD-1 + fluorescein TGE RNA, fluorescence polarization; inhibition, % at 5.96 µM; Q17339; 0.44% of 320,000 active;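 active = percent inhibition above a per-plate cutoff, the plate mean of test compounds plus 3 SD, cut at about 30% in these data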;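 note: 0% = DMSO wells with GLD-1 and probe and 100% = wells lacking GLD-1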
Target sequence (Q17339 whole entry, looked up): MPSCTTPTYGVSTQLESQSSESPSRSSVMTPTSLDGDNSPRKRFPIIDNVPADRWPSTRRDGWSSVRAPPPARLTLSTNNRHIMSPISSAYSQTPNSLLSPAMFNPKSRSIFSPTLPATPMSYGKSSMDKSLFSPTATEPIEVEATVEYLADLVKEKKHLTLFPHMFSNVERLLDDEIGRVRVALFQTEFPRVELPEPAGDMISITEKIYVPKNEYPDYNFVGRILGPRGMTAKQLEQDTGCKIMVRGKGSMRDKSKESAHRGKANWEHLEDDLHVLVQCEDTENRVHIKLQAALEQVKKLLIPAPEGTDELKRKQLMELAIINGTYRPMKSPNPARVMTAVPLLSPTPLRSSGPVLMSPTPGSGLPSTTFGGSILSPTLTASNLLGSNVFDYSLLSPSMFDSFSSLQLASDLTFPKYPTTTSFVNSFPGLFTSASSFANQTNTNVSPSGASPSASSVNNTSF
MCL1-BIM inh – inhibitors of human MCL1 binding to BIM-BH3 peptide; GST-MCL1 / FITC-Bim-BH3 fluorescence polarization; inhibition, % at 10.9 µM; 0.68% of 320,000 active;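 active = inhibition above the mean inhibition of all tested compounds plus 3 SD, set per campaign, cut at about 40% in these data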;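 note: 0% = DMSO wells and 100% = unlabeled Bim-BH3 peptide control; higher means more loss of mP so more displacement of Bim peptide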
Starred values were filed as active, the others as inactive; i = inactive; ? = inconclusive; . = not tested or not shown; [ ] = another dose, or the depositor's remark.

Sample of the layout (6 entries):
1. CCC1(C)Cc2c(sc(NC(=S)NC(=O)c3ccccc3)c2C#N)CO1 (centres undefined)
2. CC1(C)CC2c3cccc(C(=O)O)c3C(=O)N2c2c1ccc1ccccc21 (centres undefined)
3. COCCn1c(SCC(=O)Nc2ccc3c(c2)OCCO3)nnc1C(C)C
4. CN(C)CCN(Cc1ccccc1)S(=O)(=O)c1ccc2c(c1)n(C)c(=O)c(=O)n2C
5. O=C(NCc1ccc(OC(F)(F)F)cc1)C1CC2Cn3c(nc4ccccc43)C2N1Cc1ccccc1 (centres undefined)
6. COc1cc2oc3cc(C#Cc4ccc(N)cc4)ccc3c(=O)c2cc1OC
assay / compound	1	2	3	4	5	6
MEX-5 binding	1.7	0.8	1.5	-2.2	-0.8	3.6
AGP1-GFP MLPCN	105	87	94	103	78	72
GRK2 inh	0	0	0	0	1	70*
BCLXL inh	12	4	1	0	3	-12
VLA-4 inh	20	24	27	-12	5	-67
CR mimetic SO	110	97	84	113	98	117
CIT2 TOR yeast	105	82	103	98	72	81
GLD-1 TGE inh	1	2	-1	6	2	-6
MCL1-BIM inh	15	8	3	-1	7	-25

This part in full, from the start:
1. CCC1(C)Cc2c(sc(NC(=S)NC(=O)c3ccccc3)c2C#N)CO1 (centres undefined)
2. CC1(C)CC2c3cccc(C(=O)O)c3C(=O)N2c2c1ccc1ccccc21 (centres undefined)
3. COCCn1c(SCC(=O)Nc2ccc3c(c2)OCCO3)nnc1C(C)C
4. CN(C)CCN(Cc1ccccc1)S(=O)(=O)c1ccc2c(c1)n(C)c(=O)c(=O)n2C
5. O=C(NCc1ccc(OC(F)(F)F)cc1)C1CC2Cn3c(nc4ccccc43)C2N1Cc1ccccc1 (centres undefined)
6. COc1cc2oc3cc(C#Cc4ccc(N)cc4)ccc3c(=O)c2cc1OC
7. Cc1ccc(N2CC(NS(=O)(=O)c3cccs3)CC2=O)cc1C (centres undefined)
8. CC12CC(NC(=O)N1c1cccc(C(=O)N3CCN(c4ccccc4F)CC3)c1)c1ccccc1O2 (centres undefined)
assay / compound	1	2	3	4	5	6	7	8
MEX-5 binding	1.7	0.8	1.5	-2.2	-0.8	3.6	-0.6	-1.0
AGP1-GFP MLPCN	105	87	94	103	78	72	93	.
GRK2 inh	0	0	0	0	1	70*	1	0
BCLXL inh	12	4	1	0	3	-12	1	21
VLA-4 inh	20	24	27	-12	5	-67	3	7
CR mimetic SO	110	97	84	113	98	117	116	92
CIT2 TOR yeast	105	82	103	98	72	81	86	97
GLD-1 TGE inh	1	2	-1	6	2	-6	-3	1
MCL1-BIM inh	15	8	3	-1	7	-25	-3	6

9. Cc1ccc(CN2CCC(c3cc(-c4ccc(Cl)cc4)n[nH]3)CC2)cc1
10. Cc1cc(C)nc(OC(C(=O)O)C(OCc2ccccc2)(c2ccccc2)c2ccccc2)n1 (centres undefined)
11. CCC(CC)NC(=O)Cc1ccc(S(=O)(=O)N2CCOCC2)s1
12. COc1cc(C(=O)NCCN=C2NS(=O)(=O)c3ccccc32)cc(OC)c1OC
13. COc1ccc(N=c2scc(C)n2CCCN2CCCC2=O)cc1
14. Cn1cc(S(=O)(=O)N2CCOCC2)cc1C(=O)Nc1ccc(Cl)cc1
15. Cc1cccc(NC(=S)NNC(=O)c2ccc3c(c2)OCO3)c1
16. CC(C)(C)OC(=O)NCc1ccc(CNC(=O)c2ncn(Cc3ccccc3)c2C(=O)NCc2ccc(CNC(=O)OC(C)(C)C)cc2)cc1
assay / compound	9	10	11	12	13	14	15	16
MEX-5 binding	0.1	3.1	1.1	3.0	0.1	2.3	1.9	.
AGP1-GFP MLPCN	100	88	100	95	104	96	97	101
GRK2 inh	0	2	1	1	0	0	1	15
BCLXL inh	1	6	-1	3	1	4	6	.
VLA-4 inh	12	10	-17	4	8	6	8	13
CR mimetic SO	94	89	111	94	95	111	83	106
CIT2 TOR yeast	97	88	88	101	106	99	98	93
GLD-1 TGE inh	0	5	-11	2	7	0	3	2
MCL1-BIM inh	5	-3	4	5	0	-1	9	.

Reprinted from the part before: three compounds; new compounds follow.
14. Cn1cc(S(=O)(=O)N2CCOCC2)cc1C(=O)Nc1ccc(Cl)cc1
15. Cc1cccc(NC(=S)NNC(=O)c2ccc3c(c2)OCO3)c1
16. CC(C)(C)OC(=O)NCc1ccc(CNC(=O)c2ncn(Cc3ccccc3)c2C(=O)NCc2ccc(CNC(=O)OC(C)(C)C)cc2)cc1
17. O=C1CCN(Cc2ccc(Br)cc2)CCN1CCO
18. CC(=O)N1CCc2cc(S(=O)(=O)NC(Cc3ccccc3)C(=O)O)ccc21 (centres undefined)
19. O=C(NC(=S)N1CCN(c2nc(-c3ccccc3)cs2)CC1)c1cccnc1
20. CC(NS(=O)(=O)c1ccccc1)C(N)=O (centres undefined)
21. N#Cc1ccc(NC(=O)CSc2nc3[nH]c(=O)cc(O)c3s2)cc1
22. CN(CC(=O)Nc1ccc(F)cc1)C(=O)COC(=O)C1=COCCO1
23. COc1ccc(CC(NC(C)=O)C(=O)NC2CCN(C(=O)Nc3ccccc3Cl)CC2)cc1OC (centres undefined)
24. O=C(Nc1cccc(Cl)c1)OC1CCCCc2cccnc21 (centres undefined)
assay / compound	14	15	16	17	18	19	20	21	22	23	24
MEX-5 binding	2.3	1.9	.	4.7	0.0	-2.2	-5.9	.	0.9	-0.5	-1.3
AGP1-GFP MLPCN	96	97	101	86	98	92	106	104	111	103	98
GRK2 inh	0	1	15	0	1	0	0	0	0	0	0
BCLXL inh	4	6	.	5	8	6	1	5	-1	6	5
VLA-4 inh	6	8	13	16	8	8	5	-18	40	23	0
CR mimetic SO	111	83	106	94	79	91	96	84	98	99	107
CIT2 TOR yeast	99	98	93	89	97	92	98	97	108	103	80
GLD-1 TGE inh	0	3	2	-1	-1	-3	-2	1	-9	1	2
MCL1-BIM inh	-1	9	.	7	6	12	-1	4	-2	11	4

25. CCOc1cc(C(=O)N/N=C/c2ccoc2)cc(OCC)c1OCC
26. NC(=O)c1ccccc1NS(=O)(=O)c1ccc2c(c1)OCCO2
27. CCOc1ccc(-n2c(CCc3ccccc3)n[nH]c2=S)cc1
28. Cc1ccc(C2(c3ccccc3)NC(=O)N(CC(=O)N(C)C3CCS(=O)(=O)C3)C2=O)cc1C (centres undefined)
29. CC(C)CC(=O)c1c[nH]c(C(=O)N2CCN(Cc3ccccc3)CC2)c1
30. CC(=O)Nc1ccc(C2=NNC(=Nc3cccc(S(=O)(=O)N(C)C)c3)SC2)cc1
31. CC1CN(C(=O)CCS(=O)(=O)c2ccccc2)CC(C)O1 (centres undefined)
32. CC(C)C[C@@H](CSc1ccccc1)N1CCN(CC(C)C)CCC1=O
assay / compound	25	26	27	28	29	30	31	32
MEX-5 binding	.	-2.1	-6.5	.	-0.5	1.0	-0.4	0.3
AGP1-GFP MLPCN	85	115	98	99	103	100	98	?
GRK2 inh	2	2	0	0	0	0	0	2
BCLXL inh	.	4	-2	-11	5	12	2	0
VLA-4 inh	10	9	2	-2	-2	i	-5	28
CR mimetic SO	105	129	99	103	113	96	120	96
CIT2 TOR yeast	90	112	95	99	96	102	101	?
GLD-1 TGE inh	.	-1	0	4	3	-2	-9	-2
MCL1-BIM inh	.	5	-7	-16	7	9	5	1

33. Cc1cccc(-n2c(O)c(C=Nc3ccc(O)cc3)c3ccccc3c2=O)n1
34. Cc1cc(C)nc(NC(=O)C2c3ccccc3Oc3ccccc32)n1
35. C=CCN(C(=O)CN1CCOCC1)c1nc(C)c(-c2ccccc2)s1
36. COc1ccc(C2=NN(c3ccccc3)C(c3cccs3)C2)cc1 (centres undefined)
37. O=C(CN1C(=O)c2ccccc2S1(=O)=O)NCc1ccccn1
38. NC(=O)C1(c2ccccc2)CCOCC1
39. COc1nc(NC(C)C)nc(N(C#N)CN2C(=O)c3ccccc3S2(=O)=O)n1
40. COc1ccc(OC)c(CNS(=O)(=O)c2cn(C)cn2)c1
assay / compound	33	34	35	36	37	38	39	40
MEX-5 binding	2.2	0.0	2.9	0.4	2.0	-1.2	0.8	-4.4
AGP1-GFP MLPCN	104	101	98	20[may fluoresce violet]	108	102	104	103
GRK2 inh	3	0	1	1	4	0	0	0
BCLXL inh	6	2	4	-4	1	5	5	-8
VLA-4 inh	21	1	6	-4	4	8	2	5
CR mimetic SO	89	112	103	99	92	111	79	94
CIT2 TOR yeast	108	98	100	?	106	97	100	95
GLD-1 TGE inh	-17	-3	-1	1	3	-4	4	4
MCL1-BIM inh	8	-1	-4	-1	0	2	6	-7

41. Cc1ccc(OCCNC(=O)c2ccc3c(c2)OCO3)cc1
42. CCn1c(O)c(N=NC(=O)c2cccnc2)c2cc(Br)ccc21
43. COc1cccc(C(=O)NC(=S)Nc2cccnc2)c1
44. C(=N\n1cnnc1)/c1cccc(OCCOc2ccccc2)c1
45. Cc1cc(OCC(=O)Nn2cnnc2)c(C)cc1Br
46. Cc1ccsc1/C=N/n1c(-c2cccnc2)n[nH]c1=S
47. CCOc1cc(NC(=S)NCC2CCCO2)c(OCC)cc1NC(=O)c1cccc(C)c1 (centres undefined)
48. COc1ccc(C(=O)NCC(=O)OCC(=O)N2CC(C)CC(C)C2)cc1 (centres undefined)
49. CC1(C)Cc2c(C#N)c(NCC3CCCO3)nc(-c3ccco3)c2CO1 (centres undefined)
50. Cc1cc(C)cc(NC(=O)CSc2nnc(-c3ccccc3)n2N)c1
51. COC(=O)c1cn(NC(=O)Cc2cccc(OC)c2)c(=O)c2ccccc12
assay / compound	41	42	43	44	45	46	47	48	49	50	51
MEX-5 binding	-2.7	0.9	0.3	2.8	0.0	0.4	0.3	-0.1	-0.5	1.4	1.9
AGP1-GFP MLPCN	95	87	71	103	107	107	104	102	88	95	99
GRK2 inh	2	6	0	2	0	1	4	0	6	2	2
BCLXL inh	1	6	8	10	3	-20	3	-1	7	0	-1
VLA-4 inh	9	8	10	-3	-23	-27	-15	-5	-5	-5	3
CR mimetic SO	98	97	93	90	94	109	100	109	113	104	88
CIT2 TOR yeast	89	79	99	110	107	99	91	95	90	92	90
GLD-1 TGE inh	3	1	2	6	-6	-1	-4	-4	3	6	-1
MCL1-BIM inh	-3	10	6	15	0	-13	9	-6	11	-9	1

High-throughput results deposited in PubChem BioAssay by several laboratories.
